MBNL1 CUG block: blocks human MBNL1 binding to CUG repeat RNA; Q9NR56; actives 0.036% (n = 280,000); TR-FRET MBNL1-His/biotin-(CUG)12 binding, 665/545 ratio; Potency, µM (highest dose often 57.5 µM), for the others: top-dose activity change, negative = inhibition, most hits filed as inhibitors; active = well fitted inhibition curve with a large enough effect in the signal ratio, with a control signal flat, not every such curve was filed as active; inconclusive = small, poorly fitted or top-dose-only effect, or effect the other way, or a change in a side signal; inactive = no such curve, though single readings can be large or run the other way; the % refers to the signal ratio; note: % is set by controls: 0 for no effect and ±100 for the full control effect
Target sequence (Q9NR56 whole entry, looked up): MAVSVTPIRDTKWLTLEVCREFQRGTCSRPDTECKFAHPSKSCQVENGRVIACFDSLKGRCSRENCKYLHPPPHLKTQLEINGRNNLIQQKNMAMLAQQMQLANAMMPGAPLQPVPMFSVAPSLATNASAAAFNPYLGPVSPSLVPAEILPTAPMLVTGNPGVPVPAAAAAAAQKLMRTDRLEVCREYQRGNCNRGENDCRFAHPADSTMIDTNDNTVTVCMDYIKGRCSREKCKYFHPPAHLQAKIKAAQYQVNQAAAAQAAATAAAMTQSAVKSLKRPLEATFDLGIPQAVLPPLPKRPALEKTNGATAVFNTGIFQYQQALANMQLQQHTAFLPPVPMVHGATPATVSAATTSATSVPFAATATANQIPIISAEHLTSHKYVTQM
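TR-FRET between His-tagged MBNL1 and biotin-(CUG)12 RNA, detected with Tb anti-His antibody (0.055 ng/ul) and streptavidin-XL665 (5 nM), 60 min at room temperature. Compounds titrated 92 nM to 58 uM; 665/545 nm ratio normalized to buffer and complex controls.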
NPC1 promoter act: activators of NPC1 promoter. Huh7 NPC1 promoter luciferase reporter, 24 h. Potency, µM (doses to about 9.22 µM), inactives show top-dose activation, actives largely listed as activators. actives 2.4% (n = 320,000). AID 485313;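 note: % of control where 0% means no effect; nearly all actives have a fitted effect of over 60% in size; reporter is driven by a mutant NPC1 promoter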
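Quantitative HTS used a cell-based reporter: Huh7 cells stably bearing the NPC1 promoter upstream of luciferase were treated with compounds for 24 h, and promoter activation was read as luminescence.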
BRCA1 expr up: BRCA1 expression activation; MCF7-BRCA1-FFLuc reporter, luminescence, 48 h; response scale: scaled: vehicle 0%, 10 µM genistein 100%; Potency, µM (top dose mostly 46.1 µM), for the others: at the highest dose activation, actives largely listed as activators; AID 624202; actives 1.1% (n = 380,000); note: nearly all actives have a fitted effect of over 80% in size; some results filed as inactive show a strong effect at the top dose
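Reporter cells (MCF7, BRCA1 promoter-firefly luciferase) received library compounds across a concentration series for 48 h. End-point luminescence was measured and concentration-effect curves derived after normalization.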
FLuc counter: firefly luciferase modulation, counter-screen for miR-21 project; purified FLuc, Km substrates, luminescence inhibition; actives 6.9% (n = 360,000); Potency, µM (highest dose often 57.5 µM), for the others: at the highest dose activity change, negative = inhibition, actives largely listed as inhibitors; P08659;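 note: plate controls were vehicle for no effect and reference inhibitor for full effect; nearly all actives have a fitted effect of over 55% in size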
Target sequence (P08659 whole entry, looked up): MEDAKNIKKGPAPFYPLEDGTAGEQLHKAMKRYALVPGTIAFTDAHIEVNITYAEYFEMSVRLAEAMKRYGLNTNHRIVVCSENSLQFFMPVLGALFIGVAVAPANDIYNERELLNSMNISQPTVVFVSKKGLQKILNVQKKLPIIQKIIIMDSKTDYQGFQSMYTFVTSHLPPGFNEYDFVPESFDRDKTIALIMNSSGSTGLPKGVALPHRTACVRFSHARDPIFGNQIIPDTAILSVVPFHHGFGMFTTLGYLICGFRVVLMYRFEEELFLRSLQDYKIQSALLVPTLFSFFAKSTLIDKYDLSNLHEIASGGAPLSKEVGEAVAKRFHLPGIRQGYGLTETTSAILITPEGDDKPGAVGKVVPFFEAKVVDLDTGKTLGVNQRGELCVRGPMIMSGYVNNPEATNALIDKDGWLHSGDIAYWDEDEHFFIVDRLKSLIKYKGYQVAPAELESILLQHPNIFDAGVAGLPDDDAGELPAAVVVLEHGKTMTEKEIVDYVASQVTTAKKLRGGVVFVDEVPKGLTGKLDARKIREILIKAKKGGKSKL
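Biochemical qHTS of compounds, final roughly 60 µM downward over six points, against 10 nM purified firefly luciferase using Km concentrations of substrates (10 uM D-luciferin, 10 uM ATP) in Tris acetate pH 7.5 buffer; luminescence output.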
RORg inh: ROR gamma (mouse) transcription inhibition. P51450. Drosophila S2 Gal4-RORgamma UAS-luciferase reporter, 20 h. Potency, µM (titrated, usually from 53.6 µM), inactives show at the top dose activity change, negative = inhibition, usual class: inhibitors. actives 5.4% (n = 310,000); note: % is set by controls: 0 for no effect and ±100 for the full control effect; nearly all actives have a fitted effect of over 60% in size
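A Gal4/UAS one-hybrid system in insect cells: metallothionein-promoter Gal4–ROR gamma fusion plus Photinus luciferase reporter. Copper sulfate 700 uM final, 20 hr ambient incubation, luminescent detection after 10 min with reagent.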
ELG1 genotoxic: induces genotoxicity in HEK293T cells with luciferase-tagged ELG1; Potency, µM (titrated, usually from 46 µM), inactives show top-dose activity change, positive = activation, usual class: activators; actives 1.3% (n = 330,000); HEK293T ELG1-luciferase reporter, luminescence, 16 h; note: % of control where 0% means no effect; nearly all actives have a fitted effect of over 60% in size
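Cells (2,000/well) expressing the ELG1-luciferase fusion are dosed by pin tool and kept 16 hr at 37 °C, 5% CO2. Signal comes from ONE-Glo luciferase reagent after 30 min at room temperature.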
p53 reactivation: re-activators of mutant p53. H1299 p53-A138V BP100-luciferase reporter, luminescence, 24 h. actives 0.063% (n = 320,000). Potency, µM (top dose mostly 92.2 µM), without a hit: at the highest dose activity change, positive = activation, actives largely listed as activators; note: % of control where 0% means no effect; nearly all actives have a fitted effect of over 45% in size
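H1299 (p53-null), stable ts p53-A138V + BP100-Luc; 1000 cells/well, Opti-MEM/10% FBS; cpd 4 pt, 1:5; 24 h, 37 deg C, 5% CO2; detection reagent 10 min RT; luminescence.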
Gal4-VP16 FLuc: inhibits Gal4-VP16 luciferase reporter, ROR gamma counter-screen | Potency, µM (doses to about 53.6 µM), inactives show at the top dose activity, negative = inhibition, hits mostly inhibitors | AID 2546 | actives 3.5% (n = 310,000) | Drosophila S2 Gal4-VP16 UAS-luciferase, luminescence, 20 h;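 note: Gal4-VP16 expression switched on by copper sulfate through the metallothionein promoter; % is set by controls: 0 for no effect and ±100 for the full control effect; nearly all actives have a fitted effect of over 50% in size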
Rab9 prom act: activates the Rab9 promoter. Potency, µM (doses to about 9.22 µM), inactives show at the top dose activation, negative = inhibition, actives largely listed as activators. actives 2.8% (n = 320,000). Huh7 Rab9 promoter-luciferase reporter, luminescence, 24 h; note: % of control where 0% means no effect; nearly all actives have a fitted effect of over 60% in size
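Steps: seed 1500 Huh7 Rab9-luc cells per well, rest 2 h at 37 °C; add compound in DMSO; incubate 24 h; add luciferase reagent, 10 min ambient; read luminescence.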
uPA generation: cell surface uPA generation inhibition; cell surface uPA generation assay, qHTS; Potency, µM (top dose mostly 38.3 µM), without a hit: at the top dose activity change, negative = inhibition, usual class: inhibitors; actives 0.31% (n = 330,000); active = well fitted inhibition curve with a large enough effect; inconclusive = small, poorly fitted or top-dose-only effect; inactive = no such curve, though single readings can be large or run the other way; tested in mouse RAW 264.7 cells; note: % is set by controls: 0 for no effect and ±100 for the full control effect; nearly all actives have a fitted effect of over 55% in size
* marks the source's active call; other numbers are inactive results; ? = inconclusive; · = no result given; & = joins results of further samples; [ ] = dose if it differs, or a comment. Unless noted, calls come from the whole dose curve; as a rule, active = well fitted curve in the direction sought with a large enough effect; inconclusive = small, poorly fitted or top-dose-only effect, or another doubt; inactive = no such curve, though single readings can be large; an effect the other way counts as inactive or inconclusive. Potency is the fitted concentration of half-maximal effect.

SMILES	MBNL1 CUG block	NPC1 promoter act	BRCA1 expr up	FLuc counter	RORg inh	ELG1 genotoxic	p53 reactivation	Gal4-VP16 FLuc	Rab9 prom act	uPA generation
Cc1ccc(-n2[nH]c(C)c(C=Nc3ccc(S(=O)(=O)Nc4nc(C)cc(C)n4)cc3)c2=O)c(C)c1	2%	1%	19%	0%	14%	8%	2%	8%	-1%	-1%
CS(=O)(=O)N(CC(=O)Nc1cccc([N+](=O)[O-])c1)c1ccccc1F	?	-2%	-4%	-2%	-13%	-4%	6%	-15%	-4%	10%
CC(C)N(CCNC(=O)c1ccc(OCC2CCCO2)cc1)C(C)C (stereo not given)	-5%	-2%	-5%	-1%	7%	0%	-3%	7%	-1%	-1%
COc1ccc(-c2nc(C#N)c(NCc3ccccc3Cl)o2)cc1OC	-2%	1%	14%	-7%	?	?	27%	-6%	11%	7%
CC(C)CN(C(=O)COC(=O)CCN1C(=O)c2ccccc2C1=O)C1CCS(=O)(=O)C1 (stereo not given)	8%	1%	1%	11%	8%[10 µM]	3%	-1%	-10%	-5%	-5%
Cc1cccc(NC(=S)N(Cc2ccco2)C(C)c2cccs2)c1 (stereo not given)	3%	-1%	-5%	-4%	14µM*	-10%	0%	?	-3%	-1%
Cc1ccc(S(=O)(=O)c2c(C)cc(C)nc2N2CCCCC2)cc1	-5%	-8%	-29%	2%	?	-5%	-2%	19%[10 µM]	-3%	·
Cc1ccc(NC(=S)N2CCN(S(C)(=O)=O)CC2)cc1	0%	1%	1%	-1%	-4%	3%	10%	11%	-1%	0%
Cc1ccccc1CNC(=O)c1ccccc1N(C)S(=O)(=O)c1ccccc1	4%	0%	-17%	0%	6%[1.91 µM]	-1%	5%	-10%	1%	4%
COc1ccc(-c2noc(CCC(=O)N3CCC(c4cc(C)ccc4C)CC3)n2)cc1	·	·	0%	·	·	-1%	23%	·	·	13%
COc1ccc(CN(C)C(=O)CSc2nnc(C3CC3)n2C2CC2)cc1	·	1%	-10%	1%	·	2%	6%	·	1%	12%
Cc1cc2c(cc1S(=O)(=O)NCc1ccccc1)OCC(=O)N2	-9%	2%	1%	0%&-1%	-20%	-2%	5%	-10%	3%	1%
Cc1cn2c(=O)c(C(=O)NCc3ccc4c(c3)OCO4)cnc2s1	·	-4%	1%	1%	·	5%	-3%	·	-1%	3%
CC1(c2cccc3ccccc23)NC(=O)N(CC(=O)NC2CCS(=O)(=O)C2)C1=O (stereo not given)	-9%	-6%	-1%	0%	-5%	1%	-7%	-2%	-4%	4%
COC(=O)c1c(NC(=O)CC2SCC(C(=O)OC)NC2=O)sc2c1CCCC2 (stereo not given)	-7%	1%	0%	-1%	0%	1%	-5%	2%	-9%	-6%
Nc1ncc(-c2nnnn2-c2ccc(Cl)cc2)c(-c2ccc(Cl)cc2)n1	7%	-28%	-94%	0%	?	-4%	-3%	-15%	-22%	-13%
Cc1c(C)c2c(OCC(=O)NC3CC3)cc3c(c2oc1=O)CCC(C)(C)O3	10%	-4%	-15%	1%	6%	9%	·	-4%	-10%	-2%
CCN(C(=O)c1cc2c(=O)n3ccccc3nc2n1CCCOC)C1CCCCC1	?	3%	-13%	2%	26%	-8%	-6%	-4%	-5%	2%
C=CCNC(=O)C1CCN(C(=O)c2ccc(-c3ccccc3)cc2)CC1	5%	-1%	33%	-6%	14%	-2%	-1%	7%	-4%	3%
CC(C)[C@H](CO)N(Cc1cccc(F)c1)c1nc(Nc2cccc(Cl)c2)c2ncn(C(C)C)c2n1	5%	4%	-41%	-1%	5%	0%	8%	-23%	3%	?
O=C(COc1ccc([N+](=O)[O-])cc1Cl)NCC1CCCO1 (stereo not given)	?	1%	7%	-8%	25%	9%	13%	30%	1%	-18%
CCOC(=O)N1CCN(C(=O)CN2C(=O)CC(C)(C)S(=O)(=O)c3ccccc32)CC1	-12%	0%	11%	7%	4%	-2%	0%	17%	9%	-1%
CCCCCC(C)NC(=O)c1cc(S(=O)(=O)N2CCCCC2)ccc1N1CCOCC1 (stereo not given)	·	-3%	-27%	5%	·	-3%	-5%	·	-5%	-17%
COc1ccc(N2CCN(c3oc(COc4ccccc4)nc3C#N)CC2)cc1	2%	-5%	9%	-1%	?	-2%	?	8%	0%	4%
c1ccc(CSCCc2ccncc2)cc1	0%	-2%	55%	3%	-4%	-1%	-1%	2%	0%	-6%
CCCOc1ccccc1C(=O)N(Cc1cccc(Br)c1)C1CCS(=O)(=O)C1 (stereo not given)	-9%	10%	-24%	0%	-2%	-7%	-4%	-2%	-3%	-9%
O=C(N/C(=C/c1ccc(Br)cc1)C(=O)N1CCCCC1)c1ccccc1F	0%	-1%	-38%	1%	-7%	-6%	1%	1%	18%	-3%
Cc1ccc2nsnc2c1NC(=O)c1cccnc1Cl	?	-4%	1%	4%	8%	-1%	10%	1%	-4%	-3%
COc1ccc(C(=O)NCC2OCCc3ccccc32)c(O)c1 (stereo not given)	-8%	28%	11µM*	21µM*	?	?	9%	16%	?	-2%
CC(C)C(c1nnnn1Cc1cccs1)N1CCN(C(=O)c2ccco2)CC1 (stereo not given)	7%	-27%	0%	0%	-6%	6%	-1%	-3%	-20%	-1%
O=C(CN1CCN(Cc2ccccc2F)C1=O)NCc1ccco1	-1%	-2%	-5%	0%	5%	-4%	1%	5%	-14%	1%
CCNC(=S)/N=C(/Nc1ccccc1)Nc1nc(C)cc(C)n1	2%	28%	-3%	-19%	0.79µM*	-4%	-5%	3.2µM*	15%	5%
CC1SC(=NC(=O)C(C)N2C(=O)c3ccccc3C2=O)NC1=O (stereo not given)	-2%	-5%	63%	0%	40%	4%	0%	-3%	-3%	-10%
CC1(C)CC(=O)C=C(Nc2ccccn2)C1	-10%	-2%	2%	-2%	18%	0%	11%	1%	8%	3%
CCc1c(C)nc2nc(NC(C)=O)[nH]n2c1=O	-4%	0%	-1%	1%	15%	0%	1%	0%	-2%	·
COC(=O)c1[nH]c2cccc(OC)c2c1NC(=O)CCN1CCC(C(N)=O)CC1	-4%	13%	·	1%	-4%	-6%	1%	0%	3%	·
O=C(Nc1ccc(S(=O)(=O)Nc2ncccn2)cc1)C1=COCCO1	·	2%	-9%	-5%	·	?	17%	·	-1%	-2%
Cc1cc2nc3c(=O)[nH]c(=O)[nH]c3nc2c([N+](=O)[O-])c1N	?	0%	-9%	-10%	16%	-2%	3%	0%	-2%	-1%
CS(=O)(=O)Nc1ccc(C(=O)NC2CCCCC2)cc1	-6%	-3%	-1%	0%	0%	1%	-2%	1%	-1%	1%
COc1ccc(C2=NN(C(=O)CCC(=O)O)C(c3ccccc3OC)C2)cc1 (stereo not given)	5%	-3%	-20%	-2%	-4%	5%	-3%	3%	0%	2%
CCCN(C1CCS(=O)(=O)C1)S(=O)(=O)c1ccc(F)cc1 (stereo not given)	·	-1%	7%	-1%	·	-2%	2%	·	-9%	2%
CC1(C)Cc2nc3sc4c(SCC(=O)NCc5ccco5)ncnc4c3cc2CO1	47%[activator]	-2%	15%	5.4µM*	?	2.1µM*	?	-18%	?	-8%
COc1cc2c(=O)n(CCC(=O)NCC3CCCO3)c(=O)n(CC(=O)Nc3ccc(C)cc3C)c2cc1OC (stereo not given)	-2%	-1%	-25%	-1%&0%	-17%	-7%	-1%	2%	5%	0%
O=C(CCS(=O)(=O)Cc1ccccc1F)NCc1ccccc1Cl	0%	-2%	-8%	1%	1%	0%	2%	-12%	5%	3%
CCN(CC)C(=O)CC1(c2ccccc2OC)CCOC(C(C)C)C1 (stereo not given)	-19%	-2%	-8%	5%	-7%	-7%	-3%	0%	-2%	4%
Cc1c(OCC(=O)N[C@H](C(=O)O)c2ccccc2)ccc2c3c(c(=O)oc12)CCCC3	3%	0%	27%	?	-6%	1%	7%	-2%	-5%	5%
CCCCn1c(N)c(N(CCC(C)C)C(=O)c2ccc(C)c(S(=O)(=O)N3CCOCC3)c2)c(=O)[nH]c1=O	·	-7%	-16%	-2%	·	3%	2%	·	-3%	13%
O=C(COC(=O)Cc1ccccc1[N+](=O)[O-])NCc1ccccc1Cl	19%	1%	6%	-1%	6%	0%	2%	-6%	1%	4%
CC1(C)Cc2ccccc2-c2nnc(-c3cccnc3)n21	-2%	0%	5%	0%	-12%	0%	-3%	3%	-1%	0%
O=C(c1cccs1)N1CCN(Cc2cn[nH]c2-c2ccc(F)cc2F)CC1	-14%	-1%	2%	0%	-19%	-1%	6%	0%	-14%	-1%
COC(=O)c1[nH]c2ccccc2c1NC(=O)CN1CCCc2ccccc21	11%	-1%	-51%	-16%	-18%	0%	10%	?	-3%	-3%

Bioassay records as filed in PubChem.
